S100A4 inh HTS: inhibitors of human S100A4 binding to myosin IIA peptide | P26447 | hit rate 0.14% among 360,000 | inhibition, % at 10.7 µM | S100A4/TAMRA-MyoIIA peptide fluorescence polarization | AID 652163;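 active = mean inhibition of at least 70% across replicates, with every replicate also reaching that level; inconclusive = mean inhibition reaches 70% but some replicates fall short; inactive = mean inhibition below 70%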
Target sequence (P26447 whole entry, looked up): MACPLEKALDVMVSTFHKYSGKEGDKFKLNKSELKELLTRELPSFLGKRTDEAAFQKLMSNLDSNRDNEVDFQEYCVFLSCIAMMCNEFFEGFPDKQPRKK
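Assay system: human S100A4 monomer with TAMRA-labelled myosin IIA peptide / Buffer or medium: Calcium-containing HEPES buffer, pH 7.2 / Reagent: TAMRA-labelled myosin IIA heavy-chain peptide probe, 5 nM / Compound: one dose per compound / Timing: polarization read 5 min after assay mix addition, stable 5–60 min / Benchmarks: neutral control DMSO, positive control TFP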
RAD52 inh: RAD52 (human) annealing inhibition. recombinant RAD52 DNA annealing, FRET fluorescence. P43351. AID 651710. hit rate 0.46% among 360,000. inhibition, % at 18.7 µM;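 active = every replicate showing at least 50% inhibition; inconclusive = mean inhibition at least 50% but not in every replicate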
RAD54 inh: RAD54 (human) branch migration inhibition | Q92698 | RAD54 Holliday junction branch migration, FAM/BHQ fluorescence | inhibition, % at 10.4 µM | hit rate 0.14% among 360,000;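 active = mean normalized replicate activity at least 40 and at least half of replicates scoring 40 or more; inconclusive = only one of the two criteria met; inactive = mean below 40 and under half of replicates reaching 40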;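 note: 0% = median of neutral control wells and 100% = median of positive control wells; inhibitors cause a drop in the FAM fluorescence signal; in these data hits start at about 50%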
Target sequence (Q92698 whole entry, looked up): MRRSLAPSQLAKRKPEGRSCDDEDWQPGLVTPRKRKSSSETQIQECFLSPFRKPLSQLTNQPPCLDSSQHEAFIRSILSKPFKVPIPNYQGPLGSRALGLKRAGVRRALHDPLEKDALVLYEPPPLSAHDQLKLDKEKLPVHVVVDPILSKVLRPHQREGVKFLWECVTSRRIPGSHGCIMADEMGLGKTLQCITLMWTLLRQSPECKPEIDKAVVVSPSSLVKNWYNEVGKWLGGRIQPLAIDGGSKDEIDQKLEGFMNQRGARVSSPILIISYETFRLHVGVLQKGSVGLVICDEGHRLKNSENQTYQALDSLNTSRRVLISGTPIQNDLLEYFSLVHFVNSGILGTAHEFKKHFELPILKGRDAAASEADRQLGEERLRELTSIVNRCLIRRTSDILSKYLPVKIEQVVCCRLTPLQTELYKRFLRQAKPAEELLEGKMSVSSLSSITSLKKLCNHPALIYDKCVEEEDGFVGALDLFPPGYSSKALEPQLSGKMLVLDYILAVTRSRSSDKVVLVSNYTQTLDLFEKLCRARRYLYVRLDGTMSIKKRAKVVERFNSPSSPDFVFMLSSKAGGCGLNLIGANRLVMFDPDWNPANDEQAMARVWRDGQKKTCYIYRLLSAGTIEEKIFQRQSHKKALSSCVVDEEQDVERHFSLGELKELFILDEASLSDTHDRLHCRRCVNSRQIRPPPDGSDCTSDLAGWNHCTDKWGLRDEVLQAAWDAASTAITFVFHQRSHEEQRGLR
FN deposit inh: fibronectin deposition inhibition; AH1F fibroblasts, Alexa488-fibronectin deposition fluorescence, overnight; inhibition, % at 12.6 µM; hit rate 0.086% among 350,000;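 active = mean inhibition across replicates of 30% or more, regardless of how many single replicates reach that level; inconclusive = mean under 30% yet at least half of replicates reach 30%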;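 note: positive control wells lacked labelled fibronectin entirely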
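Material: AH1F fibroblast monolayer depositing Alexa488-labelled fibronectin into matrix / Amount: 10000 AH1F cells per well / Signal: fluorescence 485/525 nm / Medium: DMEM, 2% serum / Compound: single dose, pinned / Incubation: 1 h cell adhesion before compound, then overnight fibronectin incubation / Reagent: Alexa488-FN, 24 nM final / Read-out: inhibition of fibronectin deposition signal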
esBAF inh: blocks esBAF chromatin remodeling in mouse ES cells; Bmi1-luciferase knock-in reporter, 24 h; 100% = twice the neutral-well signal; reporter increase, % at 12.5 µM; hit rate 2% among 350,000; in the data active = activation above about 40%; inconclusive = no clear call, values can overlap the other calls;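 note: 0% = median of the plate's neutral control wells and 100% = double that signal; a rise in the Bmi1 reporter signal indicates esBAF inhibition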
E-sel inducer: induces E-selectin expression in human endothelial cells; HUVEC E-selectin immunofluorescence imaging; normalized: neutral wells 0, TNF-alpha wells 100; activation, % at 7.58 µM; hit rate 0.37% among 260,000;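 active = mean E-selectin-positive cell signal at least 10% of the positive control, reached in at least 60% of replicates, without over 20% cell loss; inconclusive = no rule given, readout overlaps actives, possibly toxicity-flagged; inactive = the rest, including those meeting only one limit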;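 note: in these data hits start at about 27%; measured in HUVEC primary endothelial cells; signal is the percent of cells scored E-selectin positive by PE staining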
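System: HUVEC, human umbilical vein endothelial cells; quantity: 3,000 cells/well; buffer or medium: EGM-2 medium, gelatin-coated wells; dosing: single-point compound dose; detection: immunofluorescence imaging; evaluation: % PE-positive cells; benchmarks: TNF-alpha, DMSO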
Xi reactivation: reactivates the inactive X chromosome in mouse fibroblasts; XiGFP mouse fibroblasts, % GFP-positive cells imaging, 3 d; cells co-treated with 5-aza-dC sensitizer; scaled so ellipticine positive control = 100%; activation, % at 7.58 µM; hit rate 0.055% among 360,000;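 active = mean normalized replicate activation at least 10% and every replicate at or above 10%; inconclusive = only one of the two criteria met; inactive = mean below 10% and not all replicates reach 10%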;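 note: 0% = median of on-plate neutral control wells and 100% = ellipticine 6 µM median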
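assay system = SV40-immortalized XiGFP fibroblast cells, line 68-5-11 | buffer or medium = DMEM plus 5-aza-dC sensitizer | doses = single-point pinned compound dosing | times = 3-day compound exposure, then 15 min fixation at room temperature | benchmarks = positive control ellipticine, 6 µM final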
EWS-Fli inh: EWS/Fli transcriptional activity inhibition; A673 NR0B1-luciferase reporter, viability-normalised; inhibition, % at 12.6 µM; hit rate 0.67% among 350,000; AID 651661;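 active = mean inhibition of at least 50% after viability correction, with every replicate also passing that limit; inconclusive = mean reaches 50% but only one of two replicates passes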;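 note: firefly luciferase signal divided by Alamar Blue viability fluorescence both relative to DMSO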
Starred values were filed as active, the others as inactive; i = inactive; ? = inconclusive; / = not tested or not shown.

no.	SMILES	S100A4 inh HTS	RAD52 inh	RAD54 inh	FN deposit inh	esBAF inh	E-sel inducer	Xi reactivation	EWS-Fli inh
1	C[C@@H]1CN([C@H](C)CO)C(=O)Cc2cc(NC(=O)Nc3ccccc3)ccc2O[C@@H]1CN(C)C(=O)NC1CCCCC1	6.9	2.3	-2.6	0.2	0.6	0.0	-0.3	-1.2
2	Cc1nn(C)c(=O)n1N(C)c1ncc(C(F)(F)F)cc1Cl	-0.2	2.0	4.0	1.3	-1.8	-1.1	0.0	29.7
3	COc1cccc(CNC(=O)[C@H]2CCCN2C(=O)[C@H]2CCCN2C(=O)c2ccc(Cl)cc2)c1	-3.0	-13.8	/	18.0	/	-0.2	0.2	3.6
4	O=C(NC1CC2CCC(C1)N2Cc1ccccc1)c1ccccc1Br (configuration not stated)	-4.4	-10.0	-7.3	-0.6	-6.5	/	0.0	-4.5
5	O=C(Cc1ccc(F)cc1)NC1CCSC1=O (configuration not stated)	-1.6	-14.3	/	5.8	/	/	0.1	2.2
6	Cn1cnc(S(=O)(=O)N2C[C@@H](O)COC[C@H]3O[C@H](CC(=O)NC4CCCC4)CC[C@@H]32)c1	-5.9	17.4	-19.8	-7.0	0.5	0.0	0.0	4.8
7	C[C@@H]1CCCCO[C@H](CN(C)C(=O)Nc2ccc(C(F)(F)F)cc2)[C@@H](C)CN([C@@H](C)CO)C(=O)c2cc(NS(=O)(=O)c3ccc(F)cc3)ccc2O1	20.1	-96.6	-3.2	3.9	-3.0	/	0.0	-10.2
8	O=C(NCc1ccccc1F)C1CCN(C(=O)c2sccc2-n2cccc2)CC1	1.5	-11.1	/	-3.6	/	-0.6	0.0	-1.0
9	CCOc1ccc(S(=O)(=O)N(CC)CC(=O)NCc2ccncc2)cc1C	-0.9	-4.5	18.9	3.5	-1.4	/	0.0	3.3
10	C=CCNC(=O)c1cnc2n(c1=O)CCS2	-1.6	21.2	-1.6	-4.0	0.7	?	0.0	-1.7
11	COc1ccc(-c2cnc3c(NC(C)=O)cc(-c4cc(F)ccc4OC)cn23)cc1OC	3.7	-10.8	-1.6	-1.7	-2.3	0.2	-0.1	54.3*
12	O=C(O)CN1C(=O)/C(=C/c2ccc(N3CCCCC3)o2)SC1=S	10.8	i	/	-3.3	-8.2	-0.2	-0.2	7.3
13	COc1cc(OC)c(-c2cc(C(=O)O)ccc2OC)c(OC)c1	-0.9	-5.2	3.0	-0.2	2.0	-0.3	0.7	-11.4
14	COc1ccc(N2CC(C(=O)N3CCN(C(=O)c4ccco4)CC3)CC2=O)cc1 (configuration not stated)	3.6	-21.8	-1.3	-1.7	-0.8	0.3	0.0	-6.8
15	COc1ccccc1CNC(=O)C[C@@H]1C[C@H]2c3cc(NC(=O)C4CCC4)ccc3O[C@H]2[C@H](CO)O1	6.8	12.1	-7.4	6.3	8.2	-0.1	0.1	10.1
16	CC1CCC/C(=N\Nc2ccc(Cl)c(C(=O)O)c2)C1 (configuration not stated)	/	/	-6.8	-5.0	/	-0.5	-0.1	/
17	Cc1cc(OC(=O)c2ccccc2Cl)c([N+](=O)[O-])c(=O)[nH]1	-7.7	-9.6	-9.4	6.1	-3.2	-0.3	0.4	-2.9
18	C[C@@H]1CCCCO[C@@H](CN(C)Cc2ccc3c(c2)OCO3)[C@H](C)CN([C@@H](C)CO)C(=O)c2cc(NS(=O)(=O)c3cn(C)cn3)ccc2O1	/	/	2.5	6.8	0.2	0.2	0.0	-9.5
19	COC(=O)[C@H](CC(C)C)NC(=O)CC[C@H]1O[C@@H](n2cc(C)c(=O)[nH]c2=O)C[C@@H]1O	-3.2	-12.2	-1.9	-3.5	-0.1	0.0	0.0	-1.6
20	C[C@@H]1CCCCO[C@@H](CN(C)CC2CCCCC2)[C@@H](C)CN([C@H](C)CO)C(=O)c2cc(NC(=O)c3ccccc3)ccc2O1	-4.8	-30.8	6.1	-10.9	1.6	-0.4	0.3	-4.7
21	O=C(CCN1C(=O)/C(=C/c2ccc(F)cc2)SC1=S)NNC(=O)c1cccnc1	/	/	2.7	4.4	-13.4	/	-0.1	/
22	Cc1ccccc1-c1nnc(SC(C)C(=O)NC2CCCC2)o1 (configuration not stated)	-1.0	-13.2	4.0	-6.7	2.1	-2.3	0.0	1.3
23	Cc1ccc(NCc2ccc(O)c3ncccc23)cc1C	-0.4	-8.1	-8.0	-6.7	2.1	/	0.0	-4.6
24	Cc1cccc(CN2CCN(C(=S)Nc3ccccc3)CC2)c1	-3.3	-4.7	/	-15.0	/	2.2	0.0	-4.8
25	Cc1onc(-c2c(Cl)cccc2Cl)c1COC(=O)c1ccc([N+](=O)[O-])cc1	-18.3	-6.7	0.0	-3.0	/	-0.1	0.0	-48.5
26	Cc1cccc(-c2ccc([C@@H]3[C@H]4CN(C(=O)c5ccncc5)CCCCN4[C@H]3CO)cc2)c1	68.2	/	8.6	/	-0.4	0.3	-0.1	-2.0
27	Cc1ccccc1Nc1c(C)c(C)nc2ncnn12	-0.1	3.6	-6.2	-6.0	6.4	/	0.0	-19.9
28	CCn1c(SCC(=O)NCc2ccco2)nc2cccnc21	2.0	-22.7	3.3	/	3.1	/	/	/
29	COCCn1c(N)c(N(Cc2ccccc2)C(=O)c2ccc(N3CCCC3=O)cc2)c(=O)[nH]c1=O	-8.1	-14.2	7.1	0.3	-2.1	/	-0.3	-5.4
30	O=C(Nc1cccc(F)c1)Nc1cnccn1	-8.7	-8.5	-11.6	11.1	7.8	/	0.2	-6.8
31	COc1cccc(S(=O)(=O)Nc2ccc3c(c2)[C@H]2C[C@H](CC(=O)NCCc4ccccc4)O[C@@H](CO)[C@H]2O3)c1	-7.6	-4.4	2.7	/	15.7	0.2	-0.1	-5.9
32	CC(Sc1nc2c(c(=O)[nH]1)CCCC2)C(=O)Nc1ccc(Br)cn1 (configuration not stated)	-0.5	-3.0	-7.7	-1.2	2.1	/	/	2.1
33	C[C@@H]1CN([C@H](C)CO)C(=O)c2cc(NC(=O)Nc3ccc4c(c3)OCO4)ccc2O[C@@H]1CN(C)Cc1ccccc1	7.1	8.3	-13.4	/	6.9	-0.1	0.0	-2.2
34	Cc1ccc(S(=O)(=O)Nc2ccc(C(=O)N3CCCC3)cc2)cc1	-4.3	-7.6	8.6	3.4	0.7	13.9	1.1	8.0
35	C[C@@H]1CN([C@H](C)CO)C(=O)c2cc(NC(=O)c3ccncc3)ccc2O[C@@H]1CN(C)S(=O)(=O)c1ccccc1	20.2	-0.2	-4.3	/	-2.8	-16.0	0.0	5.9
36	Cc1ccc(C(=O)NC(NC(=O)c2ccc(C)cc2)c2cccc([N+](=O)[O-])c2)cc1	1.4	4.8	/	-1.9	/	1.0	0.5	-3.9
37	CCOc1ccc(C2/C(=C(/O)c3ccc4c(c3)CC(C)O4)C(=O)C(=O)N2CCCn2ccnc2)cc1OCC (configuration not stated)	-2.6	-5.4	-6.1	-12.5	-3.4	/	0.0	/
38	O=C(CSC1=NS(=O)(=O)c2ccccc21)Nc1ccccc1	-2.5	-10.7	-1.6	-2.2	50.1*	0.1	0.0	-2.3
39	CN(C)CC#Cc1ccc([C@H]2[C@@H](CO)N3CCCCN(CC4CCOCC4)C[C@H]23)cc1	3.8	62.3*	-7.8	/	1.6	-0.2	0.3	-1.2
40	CC(NC(=O)C(C)N1C(=O)c2cccc([N+](=O)[O-])c2C1=O)c1ccccc1 (configuration not stated)	-6.1	8.8	-24.9	-3.3	-4.0	0.5	0.0	4.0
41	CC1CN(C(=O)CSc2nnc(-c3cccs3)n2N)CC(C)O1 (configuration not stated)	64.6	2.4	-8.6	3.4	0.8	4.9	0.1	4.2
42	Cc1nnc(SCC(=O)Nc2cccc([N+](=O)[O-])c2)n1CC1CCCO1 (configuration not stated)	6.7	-1.3	3.0	0.7	-4.6	/	0.3	4.2
43	C[C@H](CO)N1C[C@H](C)[C@@H](CN(C)C(=O)Nc2ccc(C(F)(F)F)cc2)Oc2ccc(NC(=O)Cc3cn(C)c4ccccc34)cc2CC1=O	1.4	-17.0	-7.7	/	4.8	34.4*	-0.7	0.1
44	CC(Nc1ncnc2nc[nH]c12)c1ccccc1 (configuration not stated)	0.5	8.3	-9.4	5.3	13.1	0.0	-0.1	-13.9
45	COC(=O)C1=C(C)N(Cc2cccc(C(F)(F)F)c2)C(=NCc2ccc(OC)cc2)NC1c1cccc(C(F)(F)F)c1 (configuration not stated)	-13.8	17.3	/	-6.7	/	-0.5	0.7	49.9
46	COc1ccc(S(=O)(=O)N(C)C[C@H]2Oc3ccc(NC(=O)C4CCCCC4)cc3C(=O)N([C@@H](C)CO)C[C@H]2C)cc1	3.5	-8.7	-3.4	2.5	4.7	-0.1	0.3	5.6
47	CCNC(=O)C1CCCN(Cc2cc(-c3ccccc3)on2)CC1 (configuration not stated)	-12.1	-8.2	1.0	0.4	15.5	-0.1	-0.1	-17.9
48	COc1ccc2c3c([nH]c2c1)[C@H](CO)N(C(=O)Nc1ccccc1F)CC31CN(C(C)=O)C1	-4.0	17.0	/	/	/	-0.3	0.5	-8.2
49	CC(C)NC(=O)N(C)C[C@@H]1Oc2ccc(NC(=O)CCCN(C)C)cc2CC(=O)N([C@H](C)CO)C[C@@H]1C	-4.9	-20.8	3.1	/	-2.6	/	/	-8.0
50	O=C(Nc1ccccc1C(=O)N1CCCC1)c1ccc(Cl)cc1Cl	-8.3	-0.3	-2.4	-4.2	-0.1	1.5	0.0	1.2
51	COC(=O)c1ccc(N=NN2CCOCC2)cc1	0.4	8.7	/	-1.6	/	0.2	-0.1	-1.0
52	CNC[C@H]1Oc2ccc(NC(=O)C3CCCCC3)cc2CC(=O)N([C@H](C)CO)C[C@H]1C	1.2	-11.1	-8.3	-13.5	7.4	-0.1	-0.8	-8.2
53	Cc1noc(C)c1NC(=O)Nc1ccc2c(c1)C(=O)N([C@H](C)CO)C[C@H](C)[C@@H](CN(C)S(=O)(=O)c1c(C)noc1C)OCCCC[C@@H](C)O2	1.5	-4.2	-1.7	/	6.1	0.2	0.2	-14.1
54	Cc1noc(C)c1NC(=O)N(C)C[C@@H]1Oc2ccc(N(C)C)cc2CC(=O)N([C@@H](C)CO)C[C@H]1C	34.7	3.5	1.9	-10.7	-2.8	-0.1	7.2	-6.7
55	CC1CC(=O)Nc2ccccc2N1S(=O)(=O)c1ccc(F)cc1F (configuration not stated)	0.4	2.0	8.1	-1.1	/	-0.2	-0.1	1.0

Bioassay records deposited in PubChem by Broad Institute.
